# Neddyl block: inhibitors of human cullin neddylation. calls only at 25 µM. P61081+Q13564. TR-FRET cullin neddylation, biochemical. 360,000 compounds, 0.58% hits; in the data active = inhibition above about 36%
# SKN-1 inh: C. elegans SKN-1 inhibition | inhibition, % at 21.8 µM | C. elegans VP596 Pgst-4::GFP/RFP ratio, acrylamide-induced, 24 h | 360,000 compounds, 0.49% hits | AID 624304;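 active = interference check ratio from 0.5 to 1.5 plus GFP to RFP signal ratio inhibition reaching or exceeding a fixed threshold, cut at about 30% in these data, passing the limit was not always enough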; note: some compounds called inactive have numbers as strong as hits
# Rin1-Abl PPI inh: inhibitors of human Rin1-Abl protein interaction; P00519+Q13671; TR-FRET Rin1/Abl binding, biochemical; inhibition, % at 7.35 µM; 360,000 compounds, 0.4% hits; in the data active = inhibition above about 5%, passing the limit was not always enough
# bovine MsrA act: activates bovine MsrA enzyme. purified bovine MsrA, absorbance read-out. activation, % at 10.6 µM. 360,000 compounds, 0.3% hits; in the data active = activation above about 7.5%;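 note: 0% = vehicle and 100% = reference activator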
# E coli Lon inh: inhibitors of E. coli Lon protease; purified E. coli Lon protease, fluorescence polarization; inhibition, % at 7.94 µM; 360,000 compounds, 0.42% hits; AID 602123; in the data active = inhibition above about 13%, passing the limit was not always enough;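 note: 0% = enzyme with probe and DMSO and 100% = no enzyme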
# FAS TE block: FAS thioesterase (human) inhibition; 360,000 compounds, 0.67% hits; inhibition, % at 15 µM; recombinant FAS-TE, OMFH fluorogenic substrate, fluorescence endpoint; AID 602261;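 active = compounds whose normalised, plate-corrected inhibition of enzyme fluorescence in the single-dose primary screen is 50% or more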;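 note: 0% = DMSO with enzyme and 100% = substrate without enzyme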
# MsrA inh: inhibits bovine methionine sulfoxide reductase A | purified bovine MsrA, absorbance read-out | AID 651718 | inhibition, % at 15.5 µM | 360,000 compounds, 0.75% hits; in the data active = inhibition above about 4.5%;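 note: 0% = vehicle wells with enzyme and 100% = reference inhibitor wells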
# MT1-MMP act inh: MT1-MMP (human) activation inhibition | P50281 | HT1080 RFP-PRO-GFP cells, GFP/RFP ratio fluorescence, overnight; percent of plate control window, DMSO zero | GFP/RFP ratio change, % at 20 µM | 360,000 compounds, 0.061% hits;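 active = GFP/RFP ratio change of at least 30% with cell ATP level not reduced by more than half and red fluorescence within 50% of control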; note: strong numbers were not always called active
#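 Assay system: HT1080 RFP-PRO-GFP cells. Benchmarks: DMSO vehicle wells and RFP-L50D-GFP reporter cell wells. Times: overnight cell settling, then overnight compound exposure, 37 °C, 5% CO2. Compound: 20 µM single dose, 1% DMSO. Read-out basis: GFP/RFP fluorescence ratio.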
# NRP1-CendR mod: modulators of CendR peptide binding to human neuropilin-1. 360,000 compounds, 0.85% hits. FAM-RPARPAR peptide binding to NRP-1, fluorescence polarization. inhibition, % at 25 µM. O14786. AID 602438;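 active = inhibition or corrected inhibition above about 18%, plus a signal ratio from 0.5 to 1.5, limit read from the data, passing the limit was not always enough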; note: strong numbers were not always called active
# * hit, by the source's call; i = inactive; / = not tested or not shown.
canonical_smiles	Neddyl block	SKN-1 inh	Rin1-Abl PPI inh	bovine MsrA act	E coli Lon inh	FAS TE block	MsrA inh	MT1-MMP act inh	NRP1-CendR mod
O=C1c2ccccc2C(=O)N1CC(O)COc1ccc(Br)cc1 (configuration not stated)	i	10	-2	2	1	6	0.7	-4	2
Cc1cc(C(=O)CS(=O)(=O)c2ccc(F)cc2)cc(C)c1O	i	-23	2	-3	-7	-5	2.5	-3	3
Cc1ccc(-c2nn(-c3ccccc3)cc2C(=O)N2CCOCC2)cc1	i	-16	-2	-12	1	-3	0.0	2	6
CC(C)(C)Nc1nc(Oc2ccc(=O)[nH]n2)nc(N2CCOCC2)n1	i	8	-1	-3	11	-3	-0.6	-1	-7
O=C(NCc1ccco1)C(c1ccccc1)N(C(=O)Cc1cccs1)c1ccccc1 (configuration not stated)	i	-7	-4	2	-5	-1	1.5	5	6
O=C(CN1CCN(C(=O)CNC(=O)c2ccc3c(c2)OCO3)CC1)Nc1cccc(F)c1	i	-21	3	-8	0	-9	0.7	2	-2
Cc1ccc(C)c(C(=O)CCC(=O)Nc2ccc(F)cc2)c1	i	-2	0	-13	-9	2	0.6	2	-1
COCCn1c(-c2ccccc2)csc1=Nc1cccnc1	i	2	8	-9	-2	0	0.2	8	6
Cc1ccccc1OCC(=O)OCC(=O)NCCc1ccccc1	i	21	0	-1	-2	-7	0.9	-3	-5
COc1ccc([C@@H]2C[C@H]3[C@@H](CN2S(=O)(=O)c2ccccc2)C(=O)C[C@@H](c2ccccc2F)N3S(=O)(=O)c2ccc(C)cc2)cc1	i	-5	-1	-4	-2	47	0.7	-1	-8
Cc1ccc(NC(=O)CSCC(=O)NC2=NCCS2)cc1	i	1	0	0	-10	-3	0.6	-3	1
COC(=O)[C@]1(Cc2ccccc2)N[C@H](c2ccc(-c3ccc(Cl)c(Cl)c3)cc2)[C@@H]2C(=O)N(C)C(=O)[C@@H]21	i	28	-2	-1	3	90*	2.2	2	0
CC(C)CCOC(=O)C[N+](C)(C)CCOC1CC2CCC1(C)C2(C)C (configuration not stated)	i	-4	1	-1	-3	6	-1.3	-21	-4
Cc1ccc(Nc2nc(Oc3ccc(=O)[nH]n3)nc(N(C)C)n2)cc1	i	-1	0	-4	-9	-3	-0.1	4	-10
CCCCc1c(O)nc(SCC(=O)N2CCCCCC2)[nH]c1=O	i	15	3	-2	9	-8	0.9	2	-7
COc1ccc(C(CNC(=O)COc2ccccc2C)N2CCCC2)cc1 (configuration not stated)	i	5	6	-4	4	-5	-0.3	-1	3
FC(F)Oc1ccc(/C=N/c2c(-c3ccc(OC(F)F)cc3)nc3n2CCS3)cc1	i	1	7	-9	7	25	-0.7	-2	4
CCc1cccc(NC(=S)N(CCN(C)C)C(C)c2ccncc2)c1 (configuration not stated)	i	-9	-1	-3	-4	-3	-0.2	6	-10
O=c1cnc2cc([N+](=O)[O-])ccc2[nH]1	i	1	5	-5	8	-1	3.5	1	-10
CC(C)(C)OC(=O)N[C@@H](C(=O)OC(C)(C)C)c1ccc2ccccc2c1	i	-9	0	-2	-10	20	2.4	-1	3
O=C(NCCc1ccccc1C(F)(F)F)C1CCC(=O)N(C2CC2)C1 (configuration not stated)	i	-19	1	-1	-8	-3	1.0	1	8
COC(=O)c1ccc(NC(=O)c2cc3c(CO)cnc(C)c3oc2=Nc2cccc(C(N)=O)c2)cc1	i	1	1	-8	14	-9	-1.1	0	0
CC1CCCC(C)N1C(=O)c1ccc(S(=O)(=O)N2CCCC2)cc1 (configuration not stated)	i	18	1	-3	9	0	-0.5	-2	10
CCOC(=O)c1ccc(N2C(=O)CC(Nc3ccc(O)cc3)C2=O)cc1 (configuration not stated)	i	6	0	-2	-3	-4	0.5	-1	13
CS(=O)(=O)Nc1cccc(C(=O)CC2(O)C(=O)Nc3ccc(Br)cc32)c1 (configuration not stated)	i	-1	2	-5	-12	4	-0.5	-3	7
CCCCc1cc(=O)oc2cc(OCC(=O)NCC3CCC(C(=O)O)CC3)ccc12 (configuration not stated)	i	13	1	-6	-5	-5	1.2	-1	4
CC(=O)c1cccc(Oc2ncccn2)c1	i	-5	2	-1	-9	-5	-1.0	-1	2
Clc1nnc(N2CCCCC2)c2ccccc12	i	18	-2	-3	-12	-3	1.1	-1	-9
O=C(Cc1cccc(NC(=O)C2CCCN(C(=O)C3CC3)C2)c1)Nc1cccc(C(=O)N2CCCC2)c1 (configuration not stated)	i	0	4	-5	6	-11	0.0	2	1
Cc1cccn2c(=O)c3cc(C(=O)NCc4ccco4)c(=N)n(C(C)C)c3nc12	i	-32	-9	-7	-6	-6	1.0	2	-5
COc1ccc(-n2c(C)cc(-c3cn4cccc(C)c4n3)c2C)cc1	i	-11	1	-4	-11	-8	0.9	-4	-11
COc1cc(C(=O)OC(C)c2ccc(F)cc2)ccc1OCC(=O)N1CCOCC1 (configuration not stated)	i	8	1	-1	0	-3	-0.2	-1	1
Cc1oc(C(C)(C)C)cc1C(=O)Nc1cccc(C(=O)O)c1	i	-22	1	-4	5	-7	0.2	1	-10
CCN1C(=O)c2ccccc2S(=O)c2ccc(C(=O)NCCCN3CCCC3=O)cc21 (configuration not stated)	i	-13	0	-5	-7	-6	0.3	11	-3
CCC(C)(C)NC(=O)C(c1ccc(OC)cc1)N(C(=O)CCC(=O)Nc1cc(C)on1)c1ccc(OC)c(OC)c1 (configuration not stated)	i	5	0	-4	1	-3	0.0	-4	0
CSCc1ccc(C(=O)OCC(=O)NC2CCCC2)o1	i	9	1	-7	-5	-3	0.4	-4	0
COc1ccccc1NC(=O)c1ccc(NC(=O)CN2CCN(C(=O)c3ccco3)CC2)cc1	i	0	-1	-5	-10	-4	0.7	2	-4
O=c1oc2ccccc2cc1-c1nc2c(s1)CCCC2	/	16	1	-3	-13	4	1.2	-1	-40
CCc1nc(SCC(=O)Nc2ccc([N+](=O)[O-])cc2)n[nH]1	i	-13	0	-2	-7	5	1.9	2	4
Cc1nc(CNS(=O)(=O)c2ccc(F)cc2)cs1	i	6	0	-3	-8	-8	0.0	0	-7
CCSc1nnc(NC(=O)Cn2cnc3c2c(=O)n(C)c(=O)n3C)s1	i	6	-3	-1	-5	-3	-0.7	4	-1
C=C(C)C(=O)Nc1cccc(C2=NOC3(C2)C[C@@H](C(N)=O)N(C(=O)/C=C/C=C/C)C3)c1 (some centres not stated)	i	15	4	-3	-12	-4	-1.1	3	-38
O=C1Cc2cc(S(=O)(=O)Nc3ccccc3Cl)cc3c2N1CCC3	i	11	2	-3	-6	-18	1.1	0	2
CN(C)S(=O)(=O)c1ccc(-c2csc(N/N=C/c3ccco3)n2)cc1	i	3	-2	-3	-9	24	0.2	-11	-12
Cc1coc(C)c1C(=O)CC1(O)C(=O)Nc2cc(Cl)cc(Cl)c21 (configuration not stated)	i	-5	-3	0	0	7	-0.5	-2	9
COc1ccccc1CNC(=O)CN(C)Cc1ccc(SC)cc1	i	3	2	0	-3	5	1.0	1	0
COC(=O)Cn1cc(C(=O)C(C)(C)C)c2ccccc21	i	-8	0	-1	3	-5	0.8	1	11
Cc1c(NC(=O)CN2CCN(C(=O)c3ccco3)CC2)c(=O)n(-c2ccccc2)n1C	i	19	1	-1	-2	-7	0.7	9	-9
O=C(NCc1ccccn1)c1ccc(Cn2c(=S)[nH]c3ccc(Br)cc3c2=O)cc1	i	-10	1	-4	-2	2	-1.5	-4	-26
O=C(CC1SC(=Nc2ccc(OC(F)F)cc2)N(CCN2CCOCC2)C1=O)Nc1ccccc1 (configuration not stated)	i	-14	-6	3	-4	10	-0.1	0	-6
COC(=O)c1ccc(COC(=O)c2ccc(CO)cc2)o1	i	10	7.3*	-3	-7	-4	0.0	0	1
CC(=O)OC1CCC2(C)C(CCC3C2CC(=O)C2(C)C3CC(C(C(C)=O)C(C)=O)C2C(C)=O)C1 (configuration not stated)	i	-3	3	-4	-3	-13	-0.4	1	5
COc1nc(-c2ccccc2)nc(-c2ccccc2)c1C	i	3	2	-2	0	24	-2.0	3	-8
COCc1cc(=O)[nH]c2c1c(-c1ccccc1)nn2C	i	21	-4	-4	11	-5	1.5	5	-2
Nc1[nH]c(C(=O)c2ccccc2)c(-c2ccc(C(F)(F)F)cc2)c1C(=O)NCc1ccc(Cl)cc1Cl	i	-13	/	-9	3	2	0.1	-1	-25
Clc1ccc(C2=CC(c3ccco3)n3ncnc3N2)cc1 (configuration not stated)	i	26	-3	-3	139*	-50	0.0	-215	111
COCC(C)N1CCC(n2nccc2NC(=O)CCOc2ccccc2)CC1 (configuration not stated)	i	-9	1	-2	9	-4	0.8	-6	-6
COc1ccccc1C(=O)NCCC(=O)Nc1ccc(S(=O)(=O)Nc2ncccn2)cc1	i	-4	2	-3	-8	-10	0.1	-1	6
O=C(Cn1c(C(F)(F)F)nc2ccccc21)c1ccc(Cl)cc1	i	11	2	-1	-3	14	0.5	1	-3
COc1cccc(CNC(=O)CCNC(=O)N2CC(=O)Nc3ccccc32)c1	i	5	-2	-6	-2	-7	-1.1	0	-9

# Carrying on.
canonical_smiles	Neddyl block	SKN-1 inh	Rin1-Abl PPI inh	bovine MsrA act	E coli Lon inh	FAS TE block	MsrA inh	MT1-MMP act inh	NRP1-CendR mod
CCCN(Cc1ccccc1)C(=S)Nc1cccc(C)c1C	i	0	2	-1	-4	-1	0.1	1	8
CCOc1cc(CN2CCCC(N3CCc4ccccc4C3)C2)ccc1O (configuration not stated)	i	19	-3	-2	-10	-8	0.1	-2	-5
Nc1ccc2nc(-c3ccc(N)c(Cl)c3)[nH]c2c1	/	-2	-3	-1	-14	3	5.5*	8	-7
O=C(/C=C\NCC(=O)c1ccccc1)c1ccc2ccccc2c1	i	1	-1	-5	-1	12	1.3	-7	-11
CC(OC(=O)c1nsc(Cl)c1Cl)C(=O)NCc1ccc2c(c1)OCO2 (configuration not stated)	i	13	3	-1	-13	-3	0.8	3	0
CC1CCCN(C(=O)c2cc(-c3ccco3)nc3ccccc23)C1 (configuration not stated)	/	5	-3	-3	1	-4	2.9	-6	-18
COc1cccc(/C=N/Nc2nc(Nc3ccc([N+](=O)[O-])cc3)nc(N3CCCC3)n2)c1O	i	5	-1	-15	3	18	3.8	-13	10
O=c1c2ccccc2nc2n1-c1ccccc1CCC2	i	-7	-6	-3	-3	-5	1.4	-6	0
Cc1cccc(NC(=O)CSc2nnc(NC(=O)c3ccco3)s2)c1	i	-7	-1	-3	7	-2	2.5	-6	4
CS(=O)(=O)c1ccc(C(=O)N2CCN(C(=O)c3ccco3)CC2)cc1	i	10	3	-2	3	-7	0.7	3	-1

# Arranged by molecular weight (high to low): part of the list above
canonical_smiles	Neddyl block	SKN-1 inh	Rin1-Abl PPI inh	bovine MsrA act	E coli Lon inh	FAS TE block	MsrA inh	MT1-MMP act inh	NRP1-CendR mod
CC(OC(=O)c1nsc(Cl)c1Cl)C(=O)NCc1ccc2c(c1)OCO2 (configuration not stated)	i	13	3	-1	-13	-3	0.8	3	0
Cc1cccc(NC(=O)CSc2nnc(NC(=O)c3ccco3)s2)c1	i	-7	-1	-3	7	-2	2.5	-6	4
CCOc1cc(CN2CCCC(N3CCc4ccccc4C3)C2)ccc1O (configuration not stated)	i	19	-3	-2	-10	-8	0.1	-2	-5
O=C(/C=C\NCC(=O)c1ccccc1)c1ccc2ccccc2c1	i	1	-1	-5	-1	12	1.3	-7	-11

# An unsorted share of the library, and some 4.2% of all compounds hit somewhere here.
